Screens: PubChem BioAssay, several laboratories
ABHD5-PLIN5 inh: ABHD5-PLIN5 interaction inhibitors, primary screen, cell lysate, split luciferase complementation, luminescence; Split G. princeps luciferase complementation, 4 h; inhibition, % at 4 µM; 360,000 compounds, 0.78% hits;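 active means inhibition above the mean inhibition across every tested compound plus 3 SD, cut at about 22% in these data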;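 further: 0% = DMSO only wells and the 100% control is not disclosed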
Granule exo inh: LAMP-1 surface exposure blockers, TALL-104 cells – cell-based, flow cytometry, MLPCN library, primary screen. TALL-104 LAMP-1 surface exposure; cells stimulated with thapsigargin and PMA. 360,000 compounds, 0.66% hits. inhibition, % at 10 µM;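 active means inhibition above about 55%, limit read from the data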
m5-HT2A agonist: mouse Htr2a agonists via beta-arrestin recruitment, primary screen, cell-based, luminescence. 360,000 compounds, 0.66% hits. AID 624169, 2012. CHO-K1 mHTR2A beta-arrestin complementation; percent of 30 µM serotonin response. activation, % at 7.6 µM;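 active means activation above a run cutoff, the mean activation of all tested compounds plus 3 SD, cut at about 14% in these data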;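 further: 0% = plate median of compound wells and 100% = 30 µM serotonin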
Target sequence (P35363 whole entry, looked up): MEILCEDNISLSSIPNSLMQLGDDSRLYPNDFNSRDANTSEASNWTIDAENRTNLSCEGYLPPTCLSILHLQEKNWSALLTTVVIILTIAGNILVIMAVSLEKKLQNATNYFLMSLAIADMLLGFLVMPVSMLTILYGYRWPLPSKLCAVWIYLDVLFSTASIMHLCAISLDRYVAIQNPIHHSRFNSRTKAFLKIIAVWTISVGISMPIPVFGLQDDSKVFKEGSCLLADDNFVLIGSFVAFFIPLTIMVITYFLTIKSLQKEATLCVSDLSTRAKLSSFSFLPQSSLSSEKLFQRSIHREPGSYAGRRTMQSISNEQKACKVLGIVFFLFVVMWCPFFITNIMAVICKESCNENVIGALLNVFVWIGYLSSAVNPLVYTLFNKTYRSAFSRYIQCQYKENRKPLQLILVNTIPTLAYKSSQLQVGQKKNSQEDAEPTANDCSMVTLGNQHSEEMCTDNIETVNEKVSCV
hiPSC survival: enhancers of single-cell hiPSC survival, primary screen, ATPlite luminescence; 100% = ROCK inhibitor wells, 0% = DMSO; survival enhancement, % at 20 µM; 360,000 compounds, 0.044% hits; AID 602274, 2012; in the data active means survival enhancement above about 18%;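 further: cells exposed to compounds for 16 hours before the ATP read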
aDG glyco up: activators of alpha-DG glycosylation, primary screen, uHTS, Pro5-aDG cells, AlphaScreen; alpha-DG glycosylation AlphaScreen (IIH6); 0% Pro5, 100% B10-LARGE cell signal; activation, % at 10 µM; 360,000 compounds, 0.22% hits;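 active means activation of at least 8% versus controls, or a plate z-score of at least 8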;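 further: Pro5 are CHO cells carrying HIG-tagged alpha-DG that lacks glycosylation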
MC4R ag barr: MC4R agonists recruiting beta-arrestin, primary screen, cell-based, luminescence, agonist arm of biased-ligand search. AID 540308, 2011. U2OS MC4R beta-arrestin complementation; percent of melanotan II response, DMSO zero. activation, % at 8.9 µM. 360,000 compounds, 0.98% hits. Melanocortin receptor 4 (Homo sapiens), P32245;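 active means activation above a per-plate cutoff, the mean activation of sample wells on that plate plus 3 SD, cut at about 8% in these data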
Target sequence (P32245 whole entry, looked up): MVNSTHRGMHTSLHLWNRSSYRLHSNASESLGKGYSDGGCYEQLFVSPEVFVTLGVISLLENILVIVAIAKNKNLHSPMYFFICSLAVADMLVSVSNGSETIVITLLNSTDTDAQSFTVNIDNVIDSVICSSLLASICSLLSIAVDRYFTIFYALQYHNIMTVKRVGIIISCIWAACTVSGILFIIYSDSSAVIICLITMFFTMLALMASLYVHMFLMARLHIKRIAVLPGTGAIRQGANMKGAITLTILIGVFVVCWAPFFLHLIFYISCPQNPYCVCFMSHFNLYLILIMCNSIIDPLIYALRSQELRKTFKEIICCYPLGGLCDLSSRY
ABCB6 inh 2: ABCB6 transporter inhibitors, primary screen, K562-ABCB6 cells, flow cytometry, MLPCN library | ATP-binding cassette sub-family B member 6 (Homo sapiens), Q9NP58 | K562-ABCB6 porphyrin accumulation, 1 h; hits give low values | fluorescence ratio to DMSO, % at 10 µM | 360,000 compounds, 0.19% hits | AID 602162, 2011;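 active means fluorescence ratio to DMSO below 75%, the collection mean minus 3 SD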;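 further: signal is porphyrin accumulated inside mitochondria; 100% equals median channel fluorescence of DMSO control wells; lower ratio means ABCB6 inhibition with less porphyrin fluorescence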
N-glyco inh: increase of ERlucT glycosylation luciferase signal, primary screen, N-linked glycosylation inhibitor project, D54 ERlucT cells, luminescence, set 2; 360,000 compounds, 0.23% hits; AID 588692, 2011; reporter increase, % at 12.5 µM; D54 ERlucT glycosylation luciferase reporter, 24 h; percent of 100 nM tunicamycin response;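 active means mean luciferase reporter signal, scaled so untreated is 0 and the glycosylation-blocking control 100, at or above a set limit in every replicate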;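 further: luciferase carries N-glycosylation sites so blocking glycosylation raises the light; 0% = median of neutral control wells and 100% = median of 100 nM tunicamycin wells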
MC4R antag cAMP: MC4R antagonists of cAMP signaling, primary screen, cell-based, TR-FRET, antagonist arm of biased-ligand search; MC4R-expressing cells, MTII-stimulated cAMP, LANCE TR-FRET; inhibition, % at 6.5 µM; 360,000 compounds, 0.48% hits; Melanocortin receptor 4 (Homo sapiens), P32245; AID 540295, 2011;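 active means inhibition above its plate's cutoff, the mean of tested wells on that plate plus 3 SD, cut at about 29% in these data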;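 further: 0% = Melanotan II alone and 100% = Melanotan II plus saturating MCL0020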
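Assay system: human MC4R-expressing U2OS cells; reagent: Melanotan II stimulation of cells; dosing: 6.5 µM single dose; timing: compound 30 min, challenge 1 h, detection 1 h; signal: TR-FRET cAMP assay; replicates: one well per compound, no replicates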
H9c2 protect: cardioprotection against H2O2-induced cell death, primary screen, uHTS, H9c2 cells, ATPLite luminescence; H9c2 cardiomyocytes, H2O2 injury protection, 2 h; protection from H2O2 cell death, % at 20 µM; 360,000 compounds, 0.63% hits; AID 588492, 2011;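 active means compounds giving at least 50% protection of heart cells from peroxide-induced death in the single-dose screen, raw or plate-pattern-corrected value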;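 further: 0% = DMSO wells with peroxide and 100% = DMSO wells without peroxide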
* hit, by the source's call; · = not tested or not shown.

SMILES	ABHD5-PLIN5 inh	Granule exo inh	m5-HT2A agonist	hiPSC survival	aDG glyco up	MC4R ag barr	ABCB6 inh 2	N-glyco inh	MC4R antag cAMP	H9c2 protect
Cc1ccc(C(=O)N2CCN(S(=O)(=O)c3cc(Br)ccc3Br)CC2)o1	-4	-5	-3	-0.6	0.0	1.6	103	-1	17	-10
CC(=O)CC[C@@H](C)O[C@@H]1OC(C)[C@H](O)CC1O (stereo partly drawn)	-2	-6	2	-2.4	0.1	0.5	102	1	-3	-3
O=C(c1cn(-c2ccccc2)nc1-c1cccs1)N1CCN(c2ccc(F)cc2)CC1	0	36	-9	-1.0	-0.2	0.6	191	0	7	-13
Cc1cc(OCCn2nc(C(=O)O)c3ccccc3c2=O)ccc1C(C)C	-5	-2	7	-0.7	0.3	4.5	100	5	8	6
CCC(C)OC(=O)C1=C(C)NC2=C(C(=O)C(C(=O)OC)C(C)C2)C1c1ccc(N(C)C)cc1 (stereo not drawn)	-1	1	-5	3.9	-0.1	-1.6	97	5	1	-3
CC(=O)Nc1ccc(/C=C2\Sc3ccccc3C2=O)cc1	-1	2	3	-0.3	-0.1	-2.1	98	-1	4	-7
COc1ccc(NC(=O)C(c2ccccn2)N(C(C)=O)c2ccc(C)cc2)cc1 (stereo not drawn)	-4	-3	-2	1.2	-0.1	-1.1	102	-1	11	0
C[C@H](CO)N1C[C@H](C)[C@@H](CN(C)Cc2ccncc2)Oc2ccc(NC(=O)CCCCCC(=O)Nc3ccccc3N)cc2C1=O	2	0	1	1.1	0.0	0.4	102	0	4	2
O=C(CN1CCN(S(=O)(=O)c2ccc(Br)cc2)CC1)N/N=C/c1ccc(Cl)c([N+](=O)[O-])c1	5	-7	-5	-1.3	-0.6	-2.4	96	2	28	-9
CCOC(=O)C[C@H]1c2cc(C(F)(F)F)ccc2S(=O)(=O)N1Cc1ccccc1	1	20	1	-1.8	0.7	-1.7	93	-2	1	-9
COc1cccc(NC(=O)CC2C(=O)NCCN2C(=S)Nc2ccc(F)cc2)c1 (stereo not drawn)	-1	2	5	-0.4	0.0	0.5	99	1	20	0
O=C(Nc1ccc(S(=O)(=O)Nc2ncccn2)cc1)c1cccc([N+](=O)[O-])c1	5	1	8	1.4	-0.1	-0.6	99	-2	6	-1
O=C(CCc1ccccc1)NNC(=S)Nc1ccc(F)cc1	-4	4	1	0.0	-0.1	-1.1	94	0	18	8
CC(C)(C)OC(=O)N/N=C/c1cccn1-c1ccc([N+](=O)[O-])cc1	-5	-1	-2	-0.6	0.1	-0.9	98	0	3	2
CCS(=O)(=O)c1ccc(O)c(NC(=O)COc2ccc(OC)cc2)c1	3	-1	-3	-1.2	-0.2	-1.2	97	2	6	1
COc1ccc(-c2cc(NC=O)c3ncc(-c4cc(OC)c(OC)c(OC)c4)n3c2)c(OC)c1	1	29	-1	-1.6	-0.5	7.5	110	16	-65	18
CCCCNc1nc(Nc2ccc(C)c(Cl)c2)c2cnn(C)c2n1	-20	-12	0	0.2	1.1	3.9	83	-3	1	-10
C=CCc1ccccc1OCC(=O)O	1	4	2	0.6	-0.1	-0.9	101	1	4	1
Nc1ncc(S(=O)(=O)c2ccc(Cl)cc2)c(N)n1	0	-8	3	0.0	0.0	-1.4	98	0	2	5
CNCCC=C1c2ccccc2C=Cc2ccccc21	5	5	-2	-0.6	0.3	-0.5	102	0	2	11
O=C(OCC(=O)N1CCN(S(=O)(=O)c2ccc(Cl)cc2)CC1)c1cccc(OC(F)F)c1	1	-4	9	2.0	0.3	0.4	96	0	9	-4
O=C(NC(Nc1nc2ccc([N+](=O)[O-])cc2s1)(C(F)(F)F)C(F)(F)F)c1cccnc1	6	-2	2	-1.6	-0.5	2.4	95	-12	5	-35
Cc1ccc(S(=O)(=O)Nc2ccc3c(c2)nc(C)n3C)cc1	-4	8	0	-0.6	0.3	0.6	93	-1	2	-4
O=C(CCCc1ccccc1)NCCC1=CCCCC1	-8	-3	-3	-0.4	-0.1	-2.8	102	0	-6	-6
CC[N+]1(C)CCC(O)(/C=C/c2ccccc2)C(C(=O)/C=C/c2ccccc2)C1 (stereo not drawn)	45*	43	-5	-3.1	-0.4	-3.2	89	-7	10	-20

Look-ups from above:
Value for COc1ccc(-c2cc(NC=O)c3ncc(-c4cc(OC)c(OC)c(OC)c4)n3c2)c(OC)c1 in H9c2 protect: 18
Value for C[C@H](CO)N1C[C@H](C)[C@@H](CN(C)Cc2ccncc2)Oc2ccc(NC(=O)CCCCCC(=O)Nc3ccccc3N)cc2C1=O in m5-HT2A agonist: 1
Value for CCS(=O)(=O)c1ccc(O)c(NC(=O)COc2ccc(OC)cc2)c1 in Granule exo inh: -1

Next part.
SMILES	ABHD5-PLIN5 inh	Granule exo inh	m5-HT2A agonist	hiPSC survival	aDG glyco up	MC4R ag barr	ABCB6 inh 2	N-glyco inh	MC4R antag cAMP	H9c2 protect
C=CCSC1=N/C(=C\c2sccc2C)C(=O)S1	-5	0	1	7.6	0.2	5.1	98	5	-2	-11
c1ccc(CSc2nc3ncncc3[nH]2)cc1	-2	0	5	0.4	0.3	2.5	97	1	8	0
O=C1CN=C(Nc2ccccc2)N1Cc1cccs1	1	-1	2	-2.9	-0.1	0.1	100	0	10	11
NC(=O)C1=C[C@@H](c2csc3ccccc23)C[C@@H](OCc2ccc(CO)cc2)O1	-5	0	-3	-0.5	-0.1	0.1	102	-2	2	3
Cc1ccc2nc(SCC(=O)c3ccc4c(c3)OCO4)[nH]c2c1	1	4	12	-2.1	0.0	0.5	98	1	-1	-7
COc1cccc2c(=O)n(CC(=O)NC3CCCCC3)ccc12	-5	2	-1	0.7	-0.1	-1.2	87	2	5	5
CCOC(=O)N1CCC(NS(=O)(=O)c2cc3c(cc2C)NC(=O)CO3)CC1	2	1	-5	-0.6	0.0	1.4	81	1	5	-7
COc1ccccc1CC(=O)N1CCC(CCC(=O)NC2CC2)CC1	-4	-2	12	0.3	-0.1	-0.7	100	2	5	0
CCOC(=O)C1CCN(C(=O)COC(=O)c2ccc(Br)o2)CC1	0	-1	8	1.2	0.2	2.2	90	1	10	3
Cc1c(CCC(=O)NCCC(=O)O)c(=O)oc2cc3occ(-c4ccccc4)c3cc12	7	0	-2	-0.5	0.0	-1.9	103	1	7	-2
FC(F)(F)c1cccc(Nc2nc(N3CCOCC3)nc(N3CCOCC3)n2)c1	-10	0	7	-0.2	0.2	2.0	102	-2	17	1
Cc1nc(C)n(C(C)CNC(=O)c2ccco2)n1 (stereo not drawn)	9	-2	6	-0.7	0.0	0.0	101	-2	0	4
CSc1nnc2sc3cc(C)ccc3n12	1	-8	3	2.4	0.1	-1.2	102	6	-4	4
Cc1cc(NC(=O)CSc2nnc(-c3ccccc3)c(-c3ccccc3)n2)no1	1	1	-6	0.5	-0.1	-2.5	89	16	-17	-2
CN(C)C(=O)c1cccc(-c2cnc3c(NC=O)cc(-c4ccc(F)cc4)cn23)c1	-3	-7	-8	-2.7	-0.4	11*	95	-3	-2	13
O=C(CN1C(=O)NC2(CCCC2)C1=O)Nc1cccc(Cl)c1	-6	-6	7	-0.6	0.1	-0.9	101	3	-2	-2
O=C(CNC(=O)c1cc(Cl)nc2ccccc12)Nc1ccccc1Br	-3	-5	1	-0.2	1.0	-3.7	85	1	3	0
Cc1cc(C)n(-c2ccc(C(=O)OCC(=O)N3CCN(c4ccccc4)CC3)cc2)n1	-10	-1	-2	-0.6	0.5	-0.8	93	0	1	-2
CCN(CC)c1ccc(NC(=O)CN2CCN(CC(=O)Nc3ccccc3F)CC2)cc1	1	18	0	-1.1	0.4	-1.3	100	-3	-3	1
O=C(C[n+]1cccc2ccccc21)c1ccc(NC(=O)c2ccccc2)cc1	4	-2	-9	0.2	-0.2	-2.4	385	-4	3	-3
O=C(CCC(=O)N1CCN(Cc2ccccc2)CC1)Nc1nnc(C2CCCCC2)s1	-3	-4	5	0.0	-0.1	-0.1	96	1	3	-1
Cc1cccc(NC(=S)N2CCN(c3ccccc3F)CC2)c1C	-3	-14	7	0.7	0.0	-1.7	102	1	3	5
Cc1cccc(C)c1-n1nnnc1-c1nc2ccccc2[nH]c1=O	-1	7	-3	0.1	-0.2	·	98	·	·	·
O=C1C(=O)N(CCN2CCOCC2)C(c2cccnc2)/C1=C(/O)c1ccc(Cl)cc1 (stereo not drawn)	0	0	1	1.2	-0.2	-1.9	96	2	8	4
O=C(COc1ccc(C(=O)c2ccccc2)cc1)Nc1cccnc1	5	14	5	0.1	1.2	-1.2	92	-2	11	-11

Next records follow.
SMILES	ABHD5-PLIN5 inh	Granule exo inh	m5-HT2A agonist	hiPSC survival	aDG glyco up	MC4R ag barr	ABCB6 inh 2	N-glyco inh	MC4R antag cAMP	H9c2 protect
OCC1CCN(Cc2nc(Cc3ccccc3Cl)no2)CC1	0	0	5	-1.7	0.2	2.1	101	-1	4	-4
CCOc1nc(NCCO)nc(NCCC2=CCCCC2)n1	1	-4	5	-1.4	-0.2	-2.8	105	0	0	8
C=CCOc1ccc(/C=C\c2nc(O)c([N+](=O)[O-])c(=O)[nH]2)cc1OC	3	3	0	7.1	-0.1	0.1	105	1	-7	10
COc1ccc(OC)c(/C=N/NC(=O)c2cc3c(OC)cccc3[nH]2)c1	5	-4	-2	-0.2	0.0	3.5	98	-6	12	29
CCc1ccc(NS(=O)(=O)c2ccc3[nH]cc(C(=O)N4CCCCC4)c(=O)c3c2)cc1	5	-2	-7	6.2	0.1	-0.3	102	3	-1	6
COc1ccc(CCNC(=O)CSCc2ccc(Br)cc2)cc1OC	5	3	8	-0.3	0.1	-0.4	104	-2	1	-3
CC1CCCC(NS(=O)(=O)c2ccc3c(c2)OCCO3)C1C (stereo not drawn)	-4	-1	2	-3.5	0.1	-0.6	82	-3	-6	-10
COc1cc(C2c3[nH]c4ccccc4c3C[C@@H]3C(=O)N(Cc4ccco4)CC(=O)N23)cc(OC)c1OC (stereo partly drawn)	4	4	0	0.3	-0.1	-1.3	99	1	0	30
COC(=O)[C@]12CCCCC=C1N(CCc1ccc(OC)c(OC)c1)C(=O)[C@H](CC(=O)N1CCCCC1)C2	1	-5	1	·	0.2	·	·	·	·	·
NC(=O)NC(CC(=O)NNC(=O)c1ccccn1)c1ccc(Cl)cc1 (stereo not drawn)	-8	0	-5	-0.4	0.2	-3.2	97	3	5	5
NC(Cc1ccc(C(F)(F)F)cc1)c1csc(Nc2ccc(S(N)(=O)=O)cc2)n1 (stereo not drawn)	12	12	-2	-0.3	0.5	1.8	98	0	18	0
